Compound activity: PubChem, several laboratories
G6PDH CS: L. mesenteroides G6PDH inhibition counter-screen; inhibition, % at 5 µM; hit rate 0.12% among 200,000; Purified L. mesenteroides G6PDH, diaphorase/resazurin coupled fluorescence, 45 min; in the data active = inhibition above about 50%
STAT3 activator: activators of IL-6 induced STAT3 signaling; U3A cells, IL-6 STAT3-luciferase reporter, luminescence; 100% = signal with IL-6 EC80 alone; activation (% of control), % at 5.6 µM; AID 871; hit rate 0.91% among 190,000;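 active = activation above the screen-wide mean of compound activation plus 3 SD, cut at about 130% in these data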;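 note: 0% = background luminescence of wells with medium and substrate only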
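Material: human STAT1-deficient U3A cells with stable STAT3-luciferase reporter / Probe or stimulus: IL-6 stimulus at 33 ng/mL final / Schedule: 1 h compound pre-exposure, 6 h IL-6 stimulation, 37 °C / Technique: luminescence / Read-out basis: percent of IL-6-only median luminescence / Control set: IL-6-only high control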
STAT1 blocker: inhibitors of IFN-gamma induced STAT1 signaling; hit rate 0.35% among 200,000; AID 920; inhibition, % at 5.5 µM; NIH 3T3 STAT1-luciferase reporter, luminescence;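 active = inhibition above a set limit, the mean inhibition across all tested compounds plus 3 SD, cut at about 34% in these data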;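 note: 0% = IFN-gamma with DMSO and 100% = IFN-gamma with 300 µM nifuroxazide; values of inactives mirror those of a sister screen read the other way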
APP transl inh: APP translation inhibition | AID 1285 | hit rate 0.82% among 190,000 | inhibition, % at 2 µM | SH-SY5Y APP 5'UTR-luciferase reporter, luminescence;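 active = inhibition above a set limit, derived from the sample mean plus 3 SD, cut at about 45% in these data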; note: values of inactives mirror those of a sister screen read the other way
Diaph inh CS: inhibits diaphorase or chemically oxidizes, flagging diaphorase assay artifacts; diaphorase resazurin-to-resorufin fluorescence, NADH, 16 min; bacterial (C. kluyveri) enzyme, not human; inhibition, % at 20 µM; hit rate 0.69% among 190,000; AID 1217;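 active = primary screen inhibition at 20 µM above a set limit, cut at about 50% in these data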;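 note: plate controls were DMSO with full reaction for no effect and wells lacking NADH for full effect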
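Benchmarks: positive control wells lacking NADH, neutral wells with DMSO only. System: bacterial diaphorase enzyme (C. kluyveri). Input: 0.14 U/mL diaphorase, enzyme working solution. Detection: resorufin fluorescence, excitation 544 nm, emission 590 nm. Times: 16-min room-temperature incubation before reading.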
Hsp70 act: transcriptional activators of Hsp70; HeLa Hsp70 promoter luciferase reporter, luminescence; scaled: vehicle 0, proteasome-inhibitor control 100%; activation, % at 10 µM; hit rate 0.04% among 200,000; AID 1203;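 active = activation above the mean across all tested compounds plus 3 SD, cutoff set per campaign, cut at about 5.5% in these data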;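 note: 100% = MG132 at 30 µM as the positive control and 0% = DMSO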
TLR4-MyD88 BLA: inhibitors of human TLR4-MyD88 binding | HeLa CL3-4 TLR4/MyD88 BLA complementation, FRET ratio | hit rate 0.18% among 200,000 | O00206+Q99836 | inhibition, % at 8.4 µM | AID 861; in the data active = inhibition above about 25%;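 note: 0% = vehicle and 100% = reference inhibitor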
Target sequence (O00206 whole entry, looked up): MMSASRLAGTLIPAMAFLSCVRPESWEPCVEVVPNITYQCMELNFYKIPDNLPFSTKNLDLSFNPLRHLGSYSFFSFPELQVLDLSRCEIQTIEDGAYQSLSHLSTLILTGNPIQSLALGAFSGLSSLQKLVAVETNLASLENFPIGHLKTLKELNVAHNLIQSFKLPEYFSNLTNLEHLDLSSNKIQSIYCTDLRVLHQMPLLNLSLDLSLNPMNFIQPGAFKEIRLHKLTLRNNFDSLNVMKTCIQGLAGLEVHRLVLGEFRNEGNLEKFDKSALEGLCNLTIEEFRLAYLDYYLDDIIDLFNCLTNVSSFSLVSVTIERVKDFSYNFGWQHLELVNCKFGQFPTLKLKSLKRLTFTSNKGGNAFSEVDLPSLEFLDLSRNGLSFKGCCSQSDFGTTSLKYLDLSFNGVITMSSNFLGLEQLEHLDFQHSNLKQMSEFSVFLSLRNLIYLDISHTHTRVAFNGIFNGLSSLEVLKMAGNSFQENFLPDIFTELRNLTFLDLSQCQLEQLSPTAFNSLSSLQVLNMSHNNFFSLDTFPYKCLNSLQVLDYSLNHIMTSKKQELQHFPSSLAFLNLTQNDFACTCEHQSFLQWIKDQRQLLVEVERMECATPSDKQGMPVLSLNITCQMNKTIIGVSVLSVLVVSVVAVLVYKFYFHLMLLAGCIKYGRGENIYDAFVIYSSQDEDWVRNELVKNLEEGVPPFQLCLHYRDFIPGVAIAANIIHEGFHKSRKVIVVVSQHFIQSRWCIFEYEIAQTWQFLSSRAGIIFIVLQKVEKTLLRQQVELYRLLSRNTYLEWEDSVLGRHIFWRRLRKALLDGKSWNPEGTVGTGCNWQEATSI
Target sequence (Q99836 whole entry, looked up): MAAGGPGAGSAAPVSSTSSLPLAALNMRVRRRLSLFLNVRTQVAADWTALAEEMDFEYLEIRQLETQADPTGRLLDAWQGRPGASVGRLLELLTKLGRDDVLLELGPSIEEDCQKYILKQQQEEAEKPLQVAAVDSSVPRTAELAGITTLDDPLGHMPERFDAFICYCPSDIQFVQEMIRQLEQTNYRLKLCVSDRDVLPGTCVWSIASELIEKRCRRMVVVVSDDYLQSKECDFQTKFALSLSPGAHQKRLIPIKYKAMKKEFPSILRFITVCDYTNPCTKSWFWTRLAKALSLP
STAT3 inh: inhibitors of IL-6 induced STAT3 signaling; U3A cells, IL-6 STAT3-luciferase reporter, luminescence; host cell line lacks STAT1; inhibition, % at 5.5 µM; hit rate 0.89% among 190,000; AID 862;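 active = inhibition above the mean inhibition across all screened compounds plus 3 SD, cut at about 44% in these data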;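 note: 0% = DMSO only wells and 100% = 100 µM nifuroxazide control wells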
Diaphorase act: counter-screen for diaphorase-based assays: diaphorase activators and chemical reducers; AID 1229; hit rate 0.005% among 190,000; Diaphorase/resazurin coupled assay, resorufin fluorescence, 16 min; stronger effect = higher value; 1 = vehicle wells, 0 = NADH-free wells; activation factor at 20 µM;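 active = diaphorase activity raised at least twofold by the compound at 20 µM; inactive = activation factor below 2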
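Assay system: bacterial diaphorase enzyme (C. kluyveri) / Input: enzyme 0.07 U/mL final / Medium: 50 mM HEPES pH 7.4 with 4.542 mM MgCl2, 0.005% Tween 20 / Doses: single compound dose of 20 µM, 1% DMSO final / Incubation: 16 min enzyme reaction, ambient temperature / Signal: fluorescence, excitation 544 nm and emission 590 nm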
STAT1 activator: STAT1 signaling activation | activation (% of control), % at 5.5 µM | hit rate 2.6% among 200,000 | NIH 3T3 STAT1-luciferase reporter, IFN-gamma, luminescence; 100% = IFN-gamma alone, no compound | AID 932;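 active = activation above the screen-wide mean activation plus 3 SD, cut at about 130% in these data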;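 note: raw ratio to IFN-gamma control signal so 100% means no change and 0% no light; values of inactives mirror those of a sister screen read the other way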
Starred values were filed as active, the others as inactive; . = no result given. An unsorted share of the library; any-hit rate near 6.1%.

Every second line gives: G6PDH CS | STAT3 activator | STAT1 blocker | APP transl inh | Diaph inh CS | Hsp70 act | TLR4-MyD88 BLA | STAT3 inh | Diaphorase act | STAT1 activator
1. CC(Sc1nnnn1C)C(=O)NC(=O)NC1CCCCC1 (centres undefined)
    -1 | 101 | -7 | -31 | 18 | -0.2 | -11 | -1 | 0.8 | 108
2. COc1ccc(CCN2CC(C(=O)NCCc3ccc(C)cc3)CC2=O)cc1OC (centres undefined)
    4 | 111 | -1 | -26 | 12 | -0.2 | -8 | 0 | 0.9 | 100
3. COc1ccc(C(C(=O)NC2CCCCC2)N(CC2CCCO2)C(=O)CNC(=O)c2ccco2)cc1 (centres undefined)
    2 | 94 | 8 | 5 | 8 | 0.4 | -5 | 10 | 0.9 | 92
4. COc1ccccc1-n1c(N)c(C(=O)NCC2CCCO2)c2nc3ccccc3nc21 (centres undefined)
    1 | 128 | 3 | 20 | 3 | -0.3 | -2 | -26 | 1 | 98
5. CCOc1cc(CNn2nnnc2N)ccc1OCC(=O)NC(C)(C)C
    6 | 103 | 5 | 2 | 3 | -0.3 | -5 | -2 | 1 | 92
6. Cc1ccc(S(=O)(=O)N2CCCCC2C(=O)N2CCN(C)CC2)cc1 (centres undefined)
    8 | 103 | -2 | -18 | 4 | -0.1 | -1 | 1 | 1 | 102
7. O=C(/C=C/c1cccs1)Nc1nc(-c2ccccc2)cs1
    -70 | 83 | -23 | -29 | 17 | 0.1 | -6 | 27 | 0.8 | 114
8. O=C(c1ccc(Cl)c(Cl)c1)N1CCC(O)(CN2CCOCC2)CC1
    1 | 103 | 2 | 0 | 1 | 0.3 | -13 | 6 | 1 | 98
9. CCOc1ccc(-c2cc(CCCC(=O)NCCc3ccccc3)no2)cc1
    7 | 94 | 11 | 14 | 5 | -0.1 | 2 | 11 | 1 | 90
10. Cc1ccc(NC(=O)C2CCCN(S(=O)(=O)c3c(C)noc3/C=C/N(C)C)C2)cc1F (centres undefined)
    8 | 104 | 0 | 0 | 28 | -0.1 | -3 | -1 | 0.7 | 101

Every second line gives: G6PDH CS | STAT3 activator | STAT1 blocker | APP transl inh | Diaph inh CS | Hsp70 act | TLR4-MyD88 BLA | STAT3 inh | Diaphorase act | STAT1 activator
11. CN(C)/C=C/C(=O)c1ccc(Oc2ncccn2)cc1
    8 | 110 | -8 | 11 | -3 | -0.2 | -15 | -2 | 1 | 108
12. Cc1ccc2nc(NC(=O)C3CCCN(S(=O)(=O)c4cccnc4)C3)sc2c1 (centres undefined)
    -34 | 88 | 3 | 0 | 16 | -0.5 | 9 | 14 | 0.8 | 99
13. CCC1CCCCN1c1ccc([N+](=O)[O-])cc1/C=N/NC(=O)Cn1c2ccccc2c(=O)c2ccccc21 (centres undefined)
    3 | 109 | -7 | -4 | -5 | -0.1 | -10 | -10 | 1 | 106
14. COC(=O)C(CCSC)NC(=O)c1cc2c(n(-c3ccc(C)cc3)c1=O)CCCC2=O (centres undefined)
    7 | 100 | 0 | -15 | 10 | -0.1 | -8 | 4 | 0.9 | 99
15. Cc1cc(C(=O)COC(=O)Cc2n[nH]c(=O)c3ccccc23)c(C)n1-c1ccc2c(c1)OCO2
    -8 | 82 | 5 | 0 | 19 | -0.7 | -7 | 22 | 0.8 | 95
16. Clc1ccc(CN2C3=NCCCN3c3ccccc32)cc1Cl
    12 | 92 | 9 | -12 | 10 | -0.3 | 22 | 14 | 0.9 | 91
17. CCCCC(=O)Nc1ccccc1N1CCOCC1
    -6 | 101 | 6 | -6 | 11 | -0.3 | 3 | 0 | 0.9 | 92
18. O=C(CCCn1c(=O)[nH]c2ccsc2c1=O)N1CCCCC1
    7 | 98 | 1 | -12 | 14 | -0.2 | -3 | 6 | 0.9 | 99
19. Cc1ccc(NC(=O)C(c2ccc(Cl)cc2)N2CCCCC2)cc1 (centres undefined)
    2 | 107 | 6 | -3 | 7 | -0.1 | 9 | -2 | 0.9 | 95
20. CCOC(=O)c1nnc(-c2ccccc2)nc1NCc1ccc(Cl)cc1
    3 | 92 | 3 | 13 | 12 | -0.3 | 10 | 15 | 0.9 | 98

Results in Hsp70 act, for some of the entries so far:
#	structure	Hsp70 act
2	COc1ccc(CCN2CC(C(=O)NCCc3ccc(C)cc3)CC2=O)cc1OC (centres undefined)	-0.2
3	COc1ccc(C(C(=O)NC2CCCCC2)N(CC2CCCO2)C(=O)CNC(=O)c2ccco2)cc1 (centres undefined)	0.4
4	COc1ccccc1-n1c(N)c(C(=O)NCC2CCCO2)c2nc3ccccc3nc21 (centres undefined)	-0.3
5	CCOc1cc(CNn2nnnc2N)ccc1OCC(=O)NC(C)(C)C	-0.3

Retrieved one by one from the list above (two):
Every second line gives: G6PDH CS | STAT3 activator | STAT1 blocker | APP transl inh | Diaph inh CS | Hsp70 act | TLR4-MyD88 BLA | STAT3 inh | Diaphorase act | STAT1 activator
18. O=C(CCCn1c(=O)[nH]c2ccsc2c1=O)N1CCCCC1
    7 | 98 | 1 | -12 | 14 | -0.2 | -3 | 6 | 0.9 | 99
11. CN(C)/C=C/C(=O)c1ccc(Oc2ncccn2)cc1
    8 | 110 | -8 | 11 | -3 | -0.2 | -15 | -2 | 1 | 108

Carrying on.
Every second line gives: G6PDH CS | STAT3 activator | STAT1 blocker | APP transl inh | Diaph inh CS | Hsp70 act | TLR4-MyD88 BLA | STAT3 inh | Diaphorase act | STAT1 activator
21. CC(OC(=O)C1=COCCO1)C(=O)Nc1cc(S(=O)(=O)N2CCCCC2)ccc1Cl (centres undefined)
    -1 | 111 | -8 | -1 | 6 | -0.2 | -4 | -1 | 0.9 | 106
22. COc1cccc(C2C3(C#N)C(N)=NC(OC)(OC)C23C#N)c1 (centres undefined)
    -4 | 104 | 1 | 6 | 13 | 0.0 | -5 | 0 | 0.9 | 99
23. COc1ccc(N(CC(=O)N2CCN(c3cccc(C)c3)C(C)C2)S(=O)(=O)c2c(C)n[nH]c2C)cc1 (centres undefined)
    -3 | 103 | 8 | 2 | 20 | -0.3 | 5 | 5 | 0.8 | 93
24. COC(=O)c1ccc(C(=O)Nc2ccc(C(C)C)cc2N)cc1
    9 | 102 | -7 | -58 | 0 | 0.1 | 0 | 2 | 1 | 104
25. CSc1ccccc1NC(=O)COC(=O)Cc1cccs1
    2 | 113 | 1 | -25 | 18 | -0.2 | 3 | -10 | 0.8 | 98
26. CC1=C(OC(=O)c2ccc(Br)cc2)C(C)(C)C(c2ccccc2)OC1=O (centres undefined)
    0 | 97 | -2 | 7 | 3 | -0.2 | -10 | 5 | 1 | 101
27. Clc1ccc(-c2nc3ncccn3c2Nc2ccc3c(c2)OCO3)cc1
    11 | 109 | 3 | -31 | 13 | -0.1 | -12 | 0 | 0.9 | 93
28. CN(C)S(=O)(=O)c1ccc(/C(O)=C2/C(=O)C(=O)N(Cc3cccnc3)C2c2ccco2)cc1 (centres undefined)
    4 | 97 | 13 | -19 | 10 | -0.2 | 4 | 6 | 0.9 | 88
29. Cc1ccc(N=Nc2c(N)nn3c(N)c(C#N)c(C)nc23)cc1
    4 | 74 | -34 | 7 | 16 | -0.1 | 0 | 33 | 0.8 | 129*
30. COc1ccc(CC(=O)NNc2ncnc3c2cnn3-c2ccc(C)cc2)cc1OC
    -20 | 94 | 10 | 13 | 4 | 0.0 | 6 | 9 | 1 | 91

nr	compound	G6PDH CS	STAT3 activator	STAT1 blocker	APP transl inh	Diaph inh CS	Hsp70 act	TLR4-MyD88 BLA	STAT3 inh	Diaphorase act	STAT1 activator
31	COc1c(C)cc(C(=O)C2CCCN(C(=O)c3snnc3C)C2)cc1C (centres undefined)	27	95	2	-44	11	0.3	-5	10	0.9	97
32	O=C(C1CCC(Cn2c(=S)[nH]c3ccccc3c2=O)CC1)N1CCN(c2ccccc2)CC1 (centres undefined)	.	90	11	6	.	-0.1	-5	15	.	90
33	CCOC(=O)c1c(NC(=O)CN2CCN(c3ccc(Cl)cc3)CC2)sc(C)c1C	4	106	5	-13	14	-0.3	-17	0	0.9	96
34	O=C(Nc1cccc(S(=O)(=O)N2CCOCC2)c1)c1cnn2c(C(F)F)cc(-c3ccccc3)nc12	-1	101	-6	-15	26	-0.1	-13	5	0.7	106
35	CS(=O)(=O)N(CC(=O)NC1CC2CCC1C2)c1cccc(C(F)(F)F)c1 (centres undefined)	19	105	0	9	13	0.0	6	-1	0.9	100
36	Cc1nc2ccc(S(=O)(=O)Nc3cccc(-c4nc5cccnc5s4)c3C)cc2s1	16	97	9	-9	26	-0.4	4	3	0.7	92
37	COc1ccc(CNC(=O)c2ccc(CNc3c(NC4CCCCC4)c(=O)c3=O)cc2)cc1	13	98	17	-5	3	0.0	0	2	1	84
38	Cc1csc(SCCn2c(N3CCN(c4ccccc4)CC3)nc3c2c(=O)[nH]c(=O)n3C)n1	2	100	-12	12	11	-0.1	-10	9	0.9	111
39	CCOC(=O)C1(C)NC(c2ccc(N(C)C)cc2)C2C(=O)N(CC)C(=O)C21 (centres undefined)	9	104	9	-5	17	0.2	-2	4	0.8	92
40	COc1ccc(S(=O)(=O)N2c3ccccc3OCC2C)cc1 (centres undefined)	4	113	-3	96*	9	-0.2	10	-10	0.9	102
41	CCn1c(COc2cccc3cccnc23)nnc1SC(F)F	9	88	-2	-9	-5	2.0	0	19	1.1	99
42	Cn1c(SCC(=O)NCc2ccc3c(c2)OCO3)nnc1C1COc2ccccc2O1 (centres undefined)	2	99	0	0	7	-0.1	5	6	0.9	100
43	COc1ccc(C(=O)NC(CC(=O)O)c2cc([N+](=O)[O-])ccc2Cl)c(SC)c1 (centres undefined)	3	101	-10	-27	0	0.5	-2	9	1	108
